# M17LAP inhibition: P. falciparum M17LAP inhibitors, primary screen, biochemical, fluorogenic H-Leu-NHMec substrate, 1536-well (AID 1619). Leucine aminopeptidase (Plasmodium falciparum (isolate 3D7)). recombinant M17LAP, H-Leu-NHMec fluorogenic kinetic assay; higher % means a stronger effect. inhibition, % at 30 µM, or IC50 in µM where a hit was titrated. 220,000 compounds, 0.38% hits;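 active means compound inhibiting the enzyme by more than half at any dose during confirmatory dose-response retesting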;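 further: plate controls were full reaction with DMSO carrier for no effect and no enzyme background for full effect; strong numbers were not always called active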
# Hep lipid drop: inhibitors of hepatocyte lipid droplet formation, primary screen, imaging, high-throughput imaging, BODIPY stain; AML12 mouse hepatocytes, oleate lipid droplets; inhibition, % at 6.5 µM; 240,000 compounds, 0.4% hits;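 active means lipid droplet intensity inhibited by at least 50%, with more than 500 cells counted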
#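 Technique: fluorescence imaging, 20x objective, two fields per well / Assay system: AML12 hepatocytes (mouse) / Measure: % inhibition of lipid droplet signal / Doses: 6.5 µM single-point dosing / Incubation: overnight exposure / Reagent: 100 µM oleic acid challenge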
# Yfh1-off respiration: enhancers of respiration in Yfh1-depleted yeast, dose response, Friedreich's ataxia, plus single-dose screen (AID 1465) | S. cerevisiae Yfh1-off respiration, WST-1 reduction, 72 h; higher fold induction means a stronger effect | fold induction at 50 µM, or EC50 in µM where a hit was titrated | 220,000 compounds, 0.074% hits;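 active means fold induction of absorbance versus untreated yeast above a set limit, then at least 30% activation at any dose in follow-up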;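 further: activators that raise dye reduction in frataxin-depleted yeast; strong numbers were not always called active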
# MT stabilize HCS: microtubule stabilizers in HeLa cells, primary screen, imaging, high-content imaging | % tubulin-high responders, % at 10 µM | HeLa tubulin immunostaining HCS, 24 h; share of cells brighter than vehicle mean+2SD | 200,000 compounds, 0.83% hits;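 active means plate Z-score above 3 for both tubulin-high and condensed-nucleus cell shares, with cell loss under 80%, at 10 µM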;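 further: anti alpha tubulin signal scored within the nucleus-defined area of each cell; some results filed as inactive read as strong as hits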
# CSM14.1 death rescue: rescue of cells from ER stress-induced death, primary screen, 384-well, CSM14.1, thapsigargin, ATP luminescence (AID 1222). CSM14.1 thapsigargin-induced death rescue, ATP luminescence; higher % means a stronger effect. cellular ATP content (survival), % at 20 µM, or EC50 in µM where a hit was titrated. 190,000 tested, under 10 active;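 active means EC50 below 50 µM in the dose-response confirmation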;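 further: death triggered by thapsigargin at about 15 µM added after 2 h compound pretreatment; cell ATP read after overnight thapsigargin exposure of roughly 18 to 22 hours; normalized against plate controls of thapsigargin alone and 5% DMSO vehicle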
# Dynein cargo inh: inhibitors of GR-EGFP nuclear translocation, primary screen, dynein cargo transport inhibitor project, imaging, high-content, 3617.4 mouse cells. test concentration mostly 20 µM; stimulated with dexamethasone, 1 µM; active compounds read low. 220,000 compounds, 0.47% hits. z-score, hits read low. AID 1381, 2008;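 active means plate z-score of nuclear minus cytoplasmic receptor signal below a set negative limit, without overly bright fluorescence or cell loss, cut at about -3.5 in these data, passing the limit was not always enough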;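 further: z-score of nuclear minus cytoplasmic ring GR-EGFP intensity difference per well; some compounds called inactive have numbers as strong as hits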
#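 Buffer or medium: tet-free, stripped-serum medium; reagent: dexamethasone at 1.0 µM final, 30 min; incubation: 48 h induction, 1 h compound, 30 min dex at 37 °C; measured by: formaldehyde fixation, Hoechst nuclear stain, 10x automated fluorescence imaging; read-out: nuclear-to-cytoplasmic GR-EGFP distribution per well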
# M1AAP inhibition: P. falciparum M1AAP inhibitors, biochemical, fluorogenic H-Leu-NHMec substrate, 1536-well (AID 1445); recombinant M1AAP, H-Leu-NHMec fluorogenic kinetic assay; higher % means a stronger effect; 220,000 compounds, 0.42% hits; Aminopeptidase N (Plasmodium falciparum (isolate 3D7)); inhibition, % at 30 µM; hits with a dose series show IC50 in µM;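 active means primary inhibition above the hit cutoff, then over 50% inhibition at one or more dose response concentrations, cut at about 23% in these data, passing the limit was not always enough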;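 further: plate controls were DMSO full reaction for no effect and no enzyme background for full effect; strong numbers were not always called active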
# Ins promoter up: insulin promoter activators in MIN6 cells, imaging, high-content screening, mouse beta cells; MIN6 insulin promoter-GFP reporter; active compounds read high; z-score at 5 µM; 190,000 compounds, 0.3% hits; AID 1625, 2009;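 active means z-score above 3 at 5 µM with at least 500 cells counted in the well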
# Autophagy HCS: autophagy modulators in MEF cells, primary screen, imaging, high-content, MEF GFP-LC3; 190,000 compounds, 0.98% hits; MEF GFP-LC3 puncta imaging; test concentration mostly 10 µM; AID 463193, 2010; calls only at 10 µM (by protocol);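 active means percentage of spot-positive cells more than 3 SD above its plate mean, without a fluorescence outlier flag or 80% toxicity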;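 further: spot-positive cell cutoff set from DMSO-treated cells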
# Dynein cargo inh cytoplasmic EGFP: second read-out of Dynein cargo inh, no call of its own (marks repeat the call); z-score; measured here: cytoplasmic GR-EGFP intensity; active compounds read high
# Dynein cargo inh nuclear GR-EGFP: second read-out of Dynein cargo inh, no call of its own (marks repeat the call); z-score; measured here: nuclear GR-EGFP intensity;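 lower value marks the stronger effect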
# Dynein cargo inh cell count: also measured in Dynein cargo inh; calls as there; z-score; measured here: cell count per field
# Ins promoter up cell count: also measured in Ins promoter up; calls as there; cell count; measured here: cytotoxicity, nuclei count;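 total cells summed across four imaged fields per well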
# Hep lipid drop cells 6.5 µM: second read-out of Hep lipid drop, no call of its own (marks repeat the call); cell count; measured here: cell count, cytotoxicity flag;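 cells counted across two imaged fields per well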
# MT stabilize HCS Hoechst-high %: second read-out of MT stabilize HCS, no call of its own (marks repeat the call); % Hoechst-high responders; measured here: nuclear condensation Hoechst responders;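 share of cells brighter than vehicle mean plus two SD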
# MT stabilize HCS cytotoxicity %: also measured in MT stabilize HCS; calls as there; toxicity, %; measured here: cytotoxicity by cell density;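 0% = mean cell density of plate MIN control wells and 100% = no cells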
# Autophagy HCS cell loss 18 h: recorded beside Autophagy HCS, whose call it bears; toxicity, %; measured here: cell loss, nuclei count;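 cell loss after 18 h compound exposure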
# Active calls of the source: *; i = inactive; . = not tested or not shown. Random draw from the library. About 3.5% of those tested had a hit in this group.
SMILES,M17LAP inhibition,Hep lipid drop,Hep lipid drop cells 6.5 µM,Yfh1-off respiration,MT stabilize HCS,MT stabilize HCS Hoechst-high %,MT stabilize HCS cytotoxicity %,CSM14.1 death rescue,Dynein cargo inh,Dynein cargo inh cytoplasmic EGFP,Dynein cargo inh nuclear GR-EGFP,Dynein cargo inh cell count,M1AAP inhibition,Ins promoter up,Ins promoter up cell count,Autophagy HCS,Autophagy HCS cell loss 18 h
CC(O)C(C(=O)OCc1ccc([N+](=O)[O-])cc1)N1C(=O)c2ccccc2C1=O (centres undefined),-1%,0,705,i,3.5,2.9,4.8,-1.8%,-0.6,-0.32,-0.58,0.9,6%,-0.25,1171,i,-14
CC(=O)c1ccc(N2CCN(C(=O)C3CCN(S(=O)(=O)Cc4ccccc4)CC3)CC2)cc1,3%,.,.,i,4.0,1.8,6.9,-0.8%,-0.33,-0.092,0.33,-1,-7%,-2.1,852,i,10
O=C1N(CCCN2C(=O)C3(OCCO3)c3ccccc32)c2ccccc2C12OCCO2,17%,.,.,i,5.7,3.2,13,1.3%,0.81,-0.34,-0.004,0.33,2%,-1.2,1516,i,35
COC(=O)CN(C(=O)CSc1nnc(-c2cccc(OC)c2)o1)c1ccc(OC)cc1,10%,.,.,i,5.0,4.3,6.0,-0.7%,-1.2,-0.25,-0.49,0.7,2%,.,.,i,17
CCCCCOC(=O)C1=C(C)Nc2nnnn2C1c1ccc(OC)c(OC)c1OC (centres undefined),-3%,.,.,i,3.2,1.1,8.8,1.6%,-0.079,-0.21,-0.25,0.35,-1%,3.3*,1409*,i,2
CC1CCN(C(=O)c2ccc(S(=O)(=O)Cc3cc(F)ccc3F)c([N+](=O)[O-])c2)CC1,2%,26,598,i,4.6,3.9,6.7,-1.9%,-3.7*,0.39*,-2.2*,-1.2*,10%,0.66,1405,i,-11
Cc1cc(NS(=O)(=O)c2ccc(NC(=O)CCN3C(=O)c4ccccc4C3=O)cc2)no1,1%,-10,618,i,2.3,1.2,1.2,-0.1%,-0.61,-0.21,-0.95,0.47,1%,0.25,1533,i,-4
COc1ccccc1OCC(O)Cn1nc(C)cc1C (centres undefined),2%,.,.,i,4.8,2.5,2.3,.,-0.12,-0.21,0.032,-0.15,-1%,.,.,i,15
c1ccc(-n2nnnc2-c2cnc(-c3ccncc3)nc2-c2cccs2)cc1,3%,-44,623,i,2.0,2.2,5.8,2.6%,-0.11,-0.3,0.1,0.29,11%,.,.,i,-3
CCn1c(C)c(/C=N/Nc2nc3ccccc3s2)c2ccccc21,6%,.,.,i,2.5,1.9,2.7,-0.7%,-1.1,-0.17,-1,0.16,13%,-1.2,1569,i,-6
COc1ccc(/C(O)=C2/C(=O)C(=O)N(CCN3CCOCC3)C2c2cccnc2)cc1OC (centres undefined),13%,-19,791,i,3.6,2.2,5.9,0.2%,-0.25,-0.18,0.31,-0.75,6%,-0.07,1223,i,0
COc1ccc(C2C3C=CCC(c4cccc(-c5ccc(C)cc5)c4)C3C(=O)N2Cc2ccccc2)cc1Cl (centres undefined),4%,-9,661,i,.,.,.,.,0.0072,-0.75,0.16,-0.41,9%,.,.,.,.
CCc1cc2c(=O)[nH]cnc2s1,9%,.,.,i,1.7,2.0,5.7,-0.1%,-0.8,-0.16,-0.43,0.97,6%,.,.,i,11
O=C(COc1ccc(Cl)cc1)Nc1nnc(-c2ccco2)o1,17%,-2,693,i,2.8,2.4,2.7,.,0.14,0.11,0.21,-1.9,4%,0.21,1148,i,12
COC(=O)Nc1nnc(/C=C/c2ccccc2)s1,-13%,5,604,i,3.0,4.1,7.6,-1.5%,-0.25,-0.32,-0.56,0.58,15%,-0.54,1298,i,-7
COc1ccc(C2NC(=O)c3ccccc3O2)c(OC)c1OC (centres undefined),-11%,.,.,i,1.7,2.5,11,1.8%,-0.51,-0.2,-0.2,0.49,13%,.,.,i,-14
CCc1nc2sc3c(=O)[nH]cnc3c2c2c1CSC(C)(C)C2,-3%,12,730,i,.,.,.,.,0.26,-0.26,0.64,-0.19,13%,-0.08,1154,.,.
CCN1CCSc2ccc(C(=O)Nc3ccc(NC(C)=O)cc3)cc21,11%,-6,729,i,3.5,3.2,5.1,2.8%,-1,-0.31,-0.47,0.49,6%,-0.29,1248,i,-3
Clc1ccc(CO/N=C2\CCCc3nonc32)cc1,5%,20,612,i,4.1,2.2,1.7,-2.6%,-0.24,-0.23,0.01,0.65,-5%,-0.48,1408,i,8
O=C(O)COc1ccccc1/C=N/NC(=O)c1cccc(S(=O)(=O)Nc2cccc(Cl)c2)c1,21µM*,9,687,i,1.5,2.1,8.8,-1.4%,0.43,0.17,0.6,-1.2,14%,1,1453,i,17
COc1ccc(CC(=O)Nc2ccc(C(N)=O)cc2)cc1,-2%,0,688,i,.,.,.,.,-1.1,-0.27,0.0011,0.41,4%,-0.44,980,.,.
Cc1nc(Cc2ccc(OC(C)C)cc2)[nH]c(=O)c1CC(=O)O,-3%,-11,677,i,1.8,1.9,0.8,0.3%,-0.22,-0.37,-0.2,0.98,2%,-0.03,1396,i,-1
NNC(=O)COc1ccc(-c2n[nH]c(C(F)(F)F)c2-c2ccc(Br)cc2)c(O)c1,-3%,1,610,i,2.9,3.0,11,-4.5%,0.13,-0.11,0.17,-0.26,7%,-0.02,1297,i,-10
Cc1ccc(C2CC(=O)c3cnc(N4CCc5ccccc5C4)nc3C2)cc1 (centres undefined),4%,.,.,i,3.3,1.9,4.7,-0.5%,0.84,-0.23,-0.63,-0.12,10%,-0.13,1450,i,-1
O=C(Nc1ccn(Cc2c(F)c(F)cc(F)c2F)n1)c1cccc(Cn2cc([N+](=O)[O-])cn2)c1,-7%,-1,816,i,1.7,1.0,3.9,4.5%,-0.14,-0.16,0.32,0.073,-3%,0.15,1007,i,-9
# (more compounds)
SMILES,M17LAP inhibition,Hep lipid drop,Hep lipid drop cells 6.5 µM,Yfh1-off respiration,MT stabilize HCS,MT stabilize HCS Hoechst-high %,MT stabilize HCS cytotoxicity %,CSM14.1 death rescue,Dynein cargo inh,Dynein cargo inh cytoplasmic EGFP,Dynein cargo inh nuclear GR-EGFP,Dynein cargo inh cell count,M1AAP inhibition,Ins promoter up,Ins promoter up cell count,Autophagy HCS,Autophagy HCS cell loss 18 h
Cc1ccc(S(=O)(=O)Nc2ccc(Br)cc2C(NCC(=O)O)c2ccccc2)cc1 (centres undefined),27%,-3,668,i,3.3,2.6,4.4,-1.2%,-0.32,-0.043,0.033,0.4,-4%,0.21,1535,i,-1
CCSc1nnc(-c2cccc(S(=O)(=O)N(CC)CC)c2)n1Cc1ccccc1,4%,.,.,i,1.9,1.4,8.7,-0.2%,-0.78,-0.22,-0.47,0.99,-2%,.,.,i,8
CCN(c1ccccc1)S(=O)(=O)c1cnc[nH]1,6%,-2,759,.,1.3,1.3,2.0,-2.1%,-0.42,-0.21,0.099,0.65,-2%,-0.49,1199,i,23
Cc1nnn(C23CC4CC(CC(CC(=O)Nc5ccc(C)c(C)c5)(C4)C2)C3)n1,3%,23,644,i,2.4,2.6,9.7,-3.4%,-0.078,-0.17,-0.28,0.42,-1%,-0.04,1425,i,0
CC(=O)Nc1ccc(S(=O)(=O)NCCc2cc3c(C)ccc(C)c3[nH]c2=O)cc1,-1%,8,648,i,2.8,3.0,5.1,-3.9%,-1.1,-0.22,-0.5,0.64,-1%,0.14,1779,i,2
CCC(OC(C)=O)c1cc2c(cc1[N+](=O)[O-])OCCO2 (centres undefined),.,-4,747,i,1.9,1.3,12,-0.5%,-0.49,-0.26,0.21,0.6,.,-0.79,1542,i,-1
Cc1ccc(CNC(=O)COC(=O)Cn2nc(C)c([N+](=O)[O-])c2C)cc1,3%,-9,679,i,2.2,1.6,5.4,0.0%,-0.25,-0.18,-0.0083,0.29,11%,0.46,1477,i,-25
CCc1ccc(OCc2n[nH]c(=S)n2Cc2ccccc2)cc1,7%,-3,639,i,1.1,1.9,10,0.2%,-0.14,-0.19,-0.14,-0.97,-1%,1.8,1647,i,-4
COc1cccc(OC)c1OCCN(C)C,4%,-10,741,i,1.5,1.2,5.8,1.4%,1,-0.11,0.36,-0.56,-5%,4*,763*,i,2
Cc1cc(C=NCCCO)c(C)n1-c1cc(Cl)ccc1Cl,19%,7,713,i,1.6,1.4,1.6,-1.4%,3.3,-0.0055,2.3,-2.6,10%,-0.14,1314,i,2
Cc1ccc(S(=O)c2ccc(C)cc2)cc1,1%,.,.,i,3.3,3.4,14,2.0%,0.1,-0.21,0.28,0.27,-4%,0.29,1276,i,6
O=C(NCCSCc1ccco1)Nc1cc(Cl)cc(Cl)c1,9%,5,712,i,.,.,.,.,-0.24,-0.16,0.26,0.57,4%,-0.22,1002,.,.
